Source: PubChem
MCF10A rereplic: inducers of DNA re-replication in MCF 10A breast cells. AID 624296. Potency, µM (top dose mostly 46.1 µM), for inactives: at the highest dose activity, positive = re-replication, hits mostly activators. MCF 10A DNA re-replication, Hoechst nuclear intensity, 48 h. 2.9% of 350,000 active; also: potency is read from the fitted curve at half-maximal effect; % of control where 0% means no effect; nearly all actives have a fitted effect of over 50% in size
HepG2 viability: kills HepG2 cells in TGF-b inhibitor counter-screen | 0.76% of 410,000 active | HepG2 CAGA-GFP viability, ATP luminescence, 18 h | Potency, µM (doses to about 46.1 µM), for the others: at the top dose activity change, negative = cytotoxicity, most hits filed as cytotoxic | AID 588856; also: potency is read from the fitted curve at half-maximal effect; some results filed as inactive show a strong effect at the top dose
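CellTiter-Glo luminescence gave cytotoxicity after 18 hours at 37 degrees C. The cells were HepG2 CAGA-GFP in 1% FBS DMEM, stimulated with 500 pg/mL TGF-beta after compound addition. %Activity was normalised to no-cell wells (complete cell-killing) and DMSO (no toxicity), and curves were fitted and classified.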
KB-3-1 cytotox: KB-3-1 parental cell cytotoxicity; KB-3-1 viability, CellTiter-Glo ATP luminescence, 72 h; Potency, µM (highest dose often 46.1 µM), for the others: at the top dose activity change, negative = cytotoxic, most hits filed as cytotoxic; 1.4% of 400,000 active; AID 1347075; also: potency is read from the fitted curve at half-maximal effect; % is scaled to controls: 0 for no effect and ±100 for the full control effect; nearly all actives have a fitted effect of over 60% in size
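Viability of parental KB-3-1 cells, measured by CellTiter-Glo luminescence, followed a 72 h incubation at 37 °C with pinned compounds in phenol-red-free DMEM containing 10% FBS.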
ATXN2 expr inh: ATXN2 expression inhibition; 0.72% of 360,000 active; HEK-293 ATXN2-luciferase reporter, luminescence, 24 h; Potency, µM (series often up to 57 µM), inactives show top-dose activity change, negative = inhibition, hits mostly inhibitors; also: potency is read from the fitted curve at half-maximal effect; % is scaled to controls: 0 for no effect and ±100 for the full control effect; nearly all actives have a fitted effect of over 55% in size
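ATXN2-luciferase reporter cells (luciferase flanked by upstream and downstream ATXN2 gene portions) were treated 24 h at 37 °C with compounds at up to 57 uM. SteadyGlo luminescence gave expression; GF-AFC fluorescence gave viability.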
ATXN viability: reduces viability in counter-screen for ATXN expression inhibitors. S2 cells (HEK-293 line with an ATXN2-luciferase reporter) viability, CellTiter-Fluor protease fluorescence, 24 h. Potency, µM (highest dose often 56.7 µM), most hits filed as cytotoxic. 0.49% of 400,000 active; also: potency is read from the fitted curve at half-maximal effect; nearly all actives have a fitted effect of over 40% in size
SW480 rerep: inducers of DNA re-replication in SW480 colon cancer cells; SW480 DNA re-replication, Hoechst DNA content imaging, 48 h; Potency, µM (doses to about 46.1 µM), for the others: top-dose re-replication activation, most hits filed as activators; 1.8% of 340,000 active; also: potency is read from the fitted curve at half-maximal effect; % of control where 0% means no effect; nearly all actives have a fitted effect of over 55% in size
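250 cells/well; 23 nL cpd via pin tool; 48 hr, 37 C, 5% CO2; Hoechst 40 min; imager read of total nuclear intensity, ex 405/em 500-530 nm.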
HT1080 IDH1KD tx: toxicity to HT-1080 IDH1 knockdown cells (counter line) | HT-1080 IDH1 knockdown viability, ATP luminescence, 48 h | 2% of 360,000 active | Potency, µM (doses to about 46.1 µM), for inactives: at the top dose activity, negative = toxicity, hits mostly cytotoxic | AID 686971;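 also: potency is read from the fitted curve at half-maximal effect; 0% = DMSO wells and -100% = cell-free medium wells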
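Luminescent ATP read-out (CellTiter-Glo, 10 min at room temperature) after 48 h compound exposure at 37 °C gave viability of IDH1-knockdown HT-1080 cells. Activity was normalised to DMSO and cell-free wells, then fitted as concentration-response curves.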
IL1B secr inh: inhibitors of inflammasome signaling (IL-1 beta secretion). activity change, % at 57.5 µM. AID 743279. 4.7% of 360,000 active. THP-1 LPS/ATP IL-1B secretion, AlphaLISA, 16 h; active compounds read low; in the data active = activity change below about -50%; inconclusive = mostly about -30% to -49%; also: % is scaled to controls: 0 for no effect and ±100 for the full control effect
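Secreted IL-1B measured by AlphaLISA bead assay after 16 h compound exposure of THP-1 cells; compounds (final up to 57.5 uM) added 1 h before LPS (250 ng/mL) and ATP (1.25 mM) stimulation; lower signal means less secretion.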
HT1080NT lethal: kills 2HG-producing HT-1080-NT fibrosarcoma cells | HT-1080-NT fibrosarcoma viability, CellTiter-Glo ATP luminescence, 48 h | Potency, µM (highest dose often 46.1 µM), for the others: at the top dose activity, negative = less viability, actives largely listed as cytotoxic | 1.6% of 360,000 active | AID 686970;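 also: NT is the 2HG producing partner of a matched IDH1 knockdown line; potency is read from the fitted curve at half-maximal effect; 0% = DMSO-treated cells and -100% = media-only wells without cells; nearly all actives have a fitted effect of over 55% in size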
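Toxicity toward the 2HG-producing NT line was scored as %Activity, normalised to DMSO and no-cell wells, from CellTiter-Glo luminescence after 48 hours' treatment.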
An asterisk follows results filed as active; i = inactive; ? = inconclusive; / = not tested or not shown; & = joins results of further samples; [ ] = dose if it differs, or a comment. Unless noted, calls follow the shape of the dose curve; as a rule, active = well fitted curve in the direction sought with a large enough effect; inconclusive = small, poorly fitted or top-dose-only effect, or another doubt; inactive = no such curve, though single readings can be large; an effect the other way counts as inactive or inconclusive.

compound,MCF10A rereplic,HepG2 viability,KB-3-1 cytotox,ATXN2 expr inh,ATXN viability,SW480 rerep,HT1080 IDH1KD tx,IL1B secr inh,HT1080NT lethal
Cc1cc(Cl)ccc1NNC(=O)c1c(C)noc1C,?,-2%,-4%,-16%,i,-4%[9.22 µM],-28%,-3,-25%
Cc1cccc(C)c1N1CC(c2nc3ccccc3n2CC(=O)OC(C)C)CC1=O (stereo not given),/,-3%,-8%,-15%,?,/,/,/,/
O=C(COc1cccc(F)c1)NNC(=O)Cc1ccc(Br)cc1,3%,-13%,-16%,1%,i,7%,-1%,5,-2%
O=C(C1=C(O)C(=O)N(CC2CCCO2)C1c1ccccc1[N+](=O)[O-])c1ccco1 (stereo not given),-19%,-3%,0%,2%,i,-20%,12%,13,10%
CN(C)CCNC(=O)CN1C(=O)COc2ccc(C(C)(C)C)cc21,-13%,0%,-1%,-12%,i,-6%,2%,-21,-12%
COc1ccc(CC(N)c2csc(NC(=O)Nc3ccccc3-c3ccccc3)n2)cc1 (stereo not given),/,16µM*,?,?,/,/,-9%,-58*,15µM*
Cc1oc(/C=N/NC(=O)CC2(C)OCCO2)cc1Br,-2%,11%,-3%,10%,i,-10%,20%,-12,1%
Cc1cc(C)nc(NC(=O)c2cc(-c3ccc4c(c3)OCO4)nc3ccccc23)c1,0%,5%,-19%,-11%,i,4%,-21%,-5,-11%
CSc1cccc(NC(=O)/C=C/c2ccc(Cl)cc2)c1,16%,-29%,?,4%,i,0%,?,-72*,?
O=c1c2cnn(-c3ccccc3)c2ncn1CCc1ccccc1,15%,11%,9%,21%,i,235%,-1%,15,3%
Cn1cc(Br)c(C(=O)N2CCc3ccccc32)n1,-1%,-9%,9%,20%,i,93%,-1%,0,-7%
CN1C(C(=O)NCc2ccco2)CC2Cn3c(nc4ccccc43)C21 (stereo not given),-1%,8%,-1%,7%,i,-3%,7%,29,6%
COc1ccc(CCn2nnnc2C(c2ccc(Cl)cc2)N2CCN(C)CC2)cc1OC (stereo not given),0%,-26%,-10%,-3%,i,-2%,-7%,-24,-9%
CCc1cccc(CC)c1NC(=O)CN(C)S(=O)(=O)c1ccc2c(c1)n(C)c(=O)c(=O)n2C,/,-3%,0%,13%,i,/,/,/,/
CCOc1cc(OCC)cc(C(=O)N2CCC[C@H]2C(=O)N2CCC[C@H]2C(=O)NCc2ccncc2)c1,/,/,14%,-17%,i,/,2%,3,3%
Cc1ccc(S(=O)(=O)N(C)C)cc1NC(=O)COC(=O)Cc1cccs1,-1%,6%,0%,-9%,?,-6%,7%,5,16%
CCN(CC)CCCn1c(=S)[nH]c2cc(Cl)ccc2c1=O,-3%,-5%,7%,-13%,i,-12%,?,-14,-7%
CC1=C(C(=O)OC(C)C)C(c2cccc(F)c2)n2ncnc2N1 (stereo not given),1%,-15%,-1%,7%,i,-23%,2%,44,-2%
O=C(Nc1ccccc1)N1CCN(Cc2ccc(Cl)cc2)CC1,-7%,-4%,-1%,/,?,?,9%,-10,7%
CCCOC(=O)c1cc(=O)[nH]c2ccccc12,1%,-11%,-6%,-4%,i,2%,-2%,-7,-1%
Cc1ccc(C(=O)Nc2cccnc2)cc1S(=O)(=O)N1CCOCC1,-1%,-20%,12%,-2%,i,-10%,12%,-12,13%
Cc1cc(NC(=O)CSc2nnc(-c3cccnc3)n2Cc2ccccc2)no1,-5%,-17%,5%,?,?,3%,-1%,0,7%
CO/N=C/NC(=O)c1ccc([N+](=O)[O-])c(CS(=O)(=O)c2ccc(Cl)cc2)c1,?,-8%,-4%,-7%,i,?,19%,0,14%
Cc1ccc(S(=O)(=O)N2CCCCC2)cc1NC(=O)CN1CCCC1c1cccs1 (stereo not given),/,6%,2%,/,i,/,-1%,24,0%
COc1ccc(CCNC(=O)CSc2nncs2)cc1,-3%,9%,2%,4%,i,0%,9%,9,5%
O=C(NCc1ccccc1Cl)[C@H]1CCCN1C(=O)[C@H]1CCCN1C(=O)c1cccc2ccccc12,/,/,2%,2%,/,/,0%,-3,-1%
CCOC(=O)c1cccc(NS(=O)(=O)c2c(C)[nH]c(C)c2C(=O)N2CCCC2)c1,-1%,7%,-6%,-15%,i,10%,-6%,-2,17%
COc1cccc(S(=O)(=O)N(C)C[C@@H]2OCc3cnnn3CCCC(=O)N([C@H](C)CO)C[C@H]2C)c1,/,7%,3%,-5%,i,/,-16%,11,19%
CS(=O)(=O)c1ccc(Cl)c(NC(=O)CSc2nnc(-c3cccs3)n2N)c1,-5%,2%,9%,6%,?,-5%,7%,3,8%
CCC1CN(C(=O)NCc2ccc(F)cc2)c2cc(Cl)ccc2O1 (stereo not given),-6%,-21%&-21%,7%,10%,i,0%,-17%,-62*,-5%
CC(=NNC1=NCCN1)c1cnn(C2=NCCN2)c1C,/,0%,0%,8%,i,/,8%,5,13%
COc1ccc(-c2noc(C3CCCN(C(=O)c4cccc(F)c4)C3)n2)cc1 (stereo not given),-1%,-13%,-23%,-24%,i,2%,-13%,-69*,-3%
CCOC(=O)N1CCN(C(=O)c2ccc(OCC)c(OCC)c2)CC1,3%,9%,0%,3%,i,-5%,4%,13,14%
O=C(NCCOC(=O)c1c(F)cccc1Cl)c1c(F)cccc1Cl,5%,-2%,11%,1%,i,-3%,-10%,30,3%
COc1cc(NC(=O)Cn2cc(S(=O)(=O)c3ccccc3)c(=O)c3ccccc32)cc(OC)c1,/,-1%,13%,-8%,?,/,/,/,/
CCCc1cc(=O)n2[nH]c(NC(=O)c3ccc(C(C)(C)C)cc3)nc2n1,/,-24%,-8%,-8%,i,/,/,/,/
O=C(/C=C/c1ccccc1)NCCc1c[nH]c2ccccc12,?,13%,?,27%,i,-3%,-15%,47,-27%
CCN(CC)c1nc(N)c2c(N)n(-c3ccccc3C)c(=S)c(C#N)c2c1C#N,15%,-33%,5%,3%,i,-1%,7%,4,13%
O=C(Nc1nnc(-c2ccccc2Cl)s1)C1CCN(S(=O)(=O)c2ccc(Cl)cc2)CC1,10%,0%,-6%,0%,i,-6%,3%,34,-3%
COc1ccc(-c2nc3n(n2)C(c2ccc(O)cc2)C(C(=O)Nc2cccnc2)=C(C)N3)cc1OC (stereo not given),/,2%,-2%,4%,i,/,/,/,/
CC(C)c1ccc(NC(=O)C2(C)Cc3c(-c4ccc5c(c4)OCO5)ccnc3O2)cc1 (stereo not given),/,-40%,0%,-7%,i,/,-14%,57,-21%
O=C(COc1cccc(Cl)c1)N/N=C\c1cc2ccccc2nc1Cl,?,2%,2%,-25%,?,0%,4%,12,7%
COC(=O)c1ccc(NC(=S)NC(=O)c2c(-c3ccccc3)noc2C)cc1,-8%,19%,-3%,-3%,i,-1%,1%,4,-6%
CCN(Cc1ccccc1)S(=O)(=O)c1ccc(C(=O)N(CCCN(C)C)c2nc3ccc(F)cc3s2)cc1,6%,-106%,-22%,?,?,16%,?,-101*,?
Cc1cccc(C#Cc2ccccc2)n1,-11%,-22%&-25%,0%&21%,37%&31%[activator],i,-41%[inhibitor],-4%,-18,0%
O=C(O)C1CC(=O)N(C2CCCCCC2)C1 (stereo not given),2%,-10%,19%,4%,i,-8%,22%,0,13%
O=C(NCc1ccccn1)c1cccc(NS(=O)(=O)c2cccc(Cl)c2)c1,4%,-1%,5%,-8%,?,-10%,-10%,-1,-1%
CCC(=O)N1CCc2cc(S(=O)(=O)NCCC(=O)N3CCN(c4cccc(C)c4)C(C)C3)ccc21 (stereo not given),9%,-25%,-29%,/,i,-8%,-1%,-3,-21%
CN1C(=O)C(C)(C)c2cc(S(=O)(=O)N3CCCCCC3)ccc21,8%,-11%,2%,-25%,i,-5%,-10%,13,5%
CCOc1ccc(Br)cc1S(=O)(=O)Nc1ccc(C(=O)Nc2ccccc2OC)cc1,?,2%,-4%,-24%,i,4%,1%,17,-5%
CN(C)c1ccc(C(CNS(=O)(=O)c2ccc(F)c(F)c2)c2c[nH]c3ccccc23)cc1 (stereo not given),?,-109%,?,-29%,?,?,?,?,?
Cc1ccc(C(c2cc(Br)ccc2O)N2CCSCC2)cc1 (stereo not given),0%,-32%,9%,-7%,i,1%,1%,-1,4%
COC(=O)C1=C(C)N(Cc2ccccc2)C(=O)N[C@H]1c1cccs1,-32%[inhibitor],-13%,7%,-6%,i,8%,-7%,1,-22%
CCN1CCN(C(=O)c2cc3cc4ccc(OC)cc4nc3s2)CC1,?,-3%,-2%,10%,i,-6%,-10%,-1,-1%
Cc1ccc(NC(=O)C2CCC(N3C(=O)C4CCCCC4C3=O)CC2)cc1 (stereo not given),8%,6%,0%,-19%,i,15%,-9%,-8,-13%
CCN(CC)CCSc1nc2ccccc2c(=S)n1-c1ccccc1,-2%,-17%,-4%,-17%[11.3 µM],i,8%,?,-56*,?
